Gal4-VP16 FLuc = counter-screen for ROR gamma inhibitors: Gal4-VP16 reporter | Drosophila S2 Gal4-VP16 UAS-luciferase, luminescence, 20 h | Potency, µM (series often up to 53.6 µM), inactives show at the highest dose activity, negative = inhibition, most hits filed as inhibitors | hit rate 3.5% among 310,000 | AID 2546;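 further: Gal4-VP16 expression switched on by copper sulfate through the metallothionein promoter; potency means the concentration at half of the fitted maximal effect; on the % scale 0 is the no-effect control and ±100 the full control effect; nearly all actives have a fitted effect of over 50% in size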
MBNL1 CUG block = inhibitors of human MBNL1 binding to CUG repeat RNA; hit rate 0.036% among 280,000; TR-FRET MBNL1-His/biotin-(CUG)12 binding, 665/545 ratio; Potency, µM (highest dose often 57.5 µM), inactives show at the highest dose activity change, negative = inhibition, hits mostly inhibitors; Q9NR56; AID 2675; active means well fitted inhibition curve with a large enough effect in the signal ratio, with a control signal flat, not every such curve was filed as active; inconclusive means small, poorly fitted or top-dose-only effect, or effect the other way, or a change in a side signal; inactive means no such curve, though single readings can be large or run the other way; the % refers to the signal ratio; further: potency means the concentration at half of the fitted maximal effect; on the % scale 0 is the no-effect control and ±100 the full control effect
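Ratiometric TR-FRET (665 over 545 nm, excitation 340 nm) tracks disruption of MBNL1-His/biotin-(CUG)12 complex after 60 min at room temperature, with compounds at 92 nM to 58 uM final.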
Mito fusion act = inhibitors of mitochondrial division or activators of mitochondrial fusion | S. cerevisiae fusion-defective mutant growth rescue, CellTiterGlo 48 h | Potency, µM (highest dose often 46.1 µM), for inactives: at the highest dose growth rescue (activation), usual class: activators | hit rate 0.23% among 320,000 | AID 485298;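 further: potency means the concentration at half of the fitted maximal effect; % of control where 0% means no effect; nearly all actives have a fitted effect of over 45% in size; temperature-sensitive fusion mutants such as fzo1-1 at 37 °C on non-fermentable ethanol glycerol medium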
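Temperature-sensitive fusion-defective S. cerevisiae (e.g. fzo1-1, mgm1-5) were grown with compound in YPEG medium (3% ethanol, 3% glycerol) for 48 hours at 37C. Growth rescue was measured as viability by CellTiterGlo luminescence after 10 minutes at ambient.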
Menin-MLL TR inh = menin-MLL binding inhibition, Texas Red mutant peptide. O00255. Potency, µM (series often up to 61.6 µM), for inactives: at the highest dose FP activity change, negative = inhibition, actives largely listed as inhibitors. Menin + Texas Red MLL mutant peptide, fluorescence polarization. AID 1768. hit rate 0.23% among 270,000; active means well fitted inhibition curve with a large enough effect in the polarisation, with a control signal flat, not every such curve was filed as active; inconclusive means small, poorly fitted or top-dose-only effect, or effect the other way, or a change in a side signal; inactive means no such curve, though single readings can be large or run the other way; the % refers to the polarisation; further: potency means the concentration at half of the fitted maximal effect; % of control where 0% means no effect; many of its hits are not listed in these tables
KCNH2 3.1 inh = blocks the human KCNH2 3.1 channel isoform; U2OS KCNH2 3.1, thallium flux FluxOr; stronger effect = lower value; hit rate 0.95% among 340,000; AID 720553; activity change, % (tested at about 1.8 µM);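 active means maximum activity change below -70%; inconclusive means maximum activity change from -70% to -50%; inactive means maximum activity change above -50%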;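 further: thallium influx rate constant from kinetic fluorescence after stimulation buffer; on the % scale 0 is the no-effect control and ±100 the full control effect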
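Kinetic fluorescence (2 min after stimulation buffer) measures Tl+ influx through KCNH2 3.1 expressed by viral transduction in U2OS cells; the rate constant is normalized against DMSO controls serving as positive and negative references.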
RORgamma inh = inhibitors of mouse ROR gamma transcriptional activity; hit rate 5.4% among 310,000; P51450; Drosophila S2 Gal4-RORgamma UAS-luciferase reporter, 20 h; Potency, µM (top dose mostly 53.6 µM), inactives show at the top dose activity change, negative = inhibition, hits mostly inhibitors; further: potency means the concentration at half of the fitted maximal effect; on the % scale 0 is the no-effect control and ±100 the full control effect; nearly all actives have a fitted effect of over 60% in size
Target sequence (P51450 whole entry, looked up, the tested form may be a part): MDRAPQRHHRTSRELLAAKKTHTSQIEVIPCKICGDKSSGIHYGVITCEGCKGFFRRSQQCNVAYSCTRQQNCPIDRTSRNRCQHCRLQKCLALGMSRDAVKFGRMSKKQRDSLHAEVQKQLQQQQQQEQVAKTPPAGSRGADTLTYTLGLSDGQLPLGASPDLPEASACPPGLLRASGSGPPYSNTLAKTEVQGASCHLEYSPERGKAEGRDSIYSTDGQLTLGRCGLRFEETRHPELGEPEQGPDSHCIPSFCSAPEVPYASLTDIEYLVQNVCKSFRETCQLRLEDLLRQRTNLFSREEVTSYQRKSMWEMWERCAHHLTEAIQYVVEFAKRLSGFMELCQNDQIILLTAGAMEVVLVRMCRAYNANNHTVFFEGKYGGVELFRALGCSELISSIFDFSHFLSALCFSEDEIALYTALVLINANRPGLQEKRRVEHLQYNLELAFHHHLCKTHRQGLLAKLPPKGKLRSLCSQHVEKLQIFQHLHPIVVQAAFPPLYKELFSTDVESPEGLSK
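Using a luciferase readout, inhibitors were identified by reduced reporter activity in Drosophila cells coexpressing a copper-inducible Gal4–ROR gamma fusion and UAS-driven Photinus luciferase, incubated 20 hr after 700 uM copper sulfate.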
NPC1 prom act = activates the NPC1 promoter; Huh7 NPC1 promoter luciferase reporter, 24 h; Potency, µM (titrated, usually from 9.22 µM), inactives show top-dose activation, usual class: activators; hit rate 2.4% among 320,000;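 further: potency means the concentration at half of the fitted maximal effect; % of control where 0% means no effect; nearly all actives have a fitted effect of over 60% in size; reporter is driven by a mutant NPC1 promoter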
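Stably transfected Huh7 (NPC1 promoter→luciferase), 1500 cells/well in Opti-MEM + 10% FBS, 2 h settle, then compound 24 h at 37 °C. Luminescence after 10 min with Amplite reagent.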
ELG1 repair inh = blocks ELG1-dependent DNA repair in HEK293T cells. hit rate 2.3% among 330,000. Potency, µM (series often up to 46.1 µM), without a hit: top-dose activity change, negative = inhibition, usual class: inhibitors. HEK293T ELG1-luciferase reporter, luminescence, 16 h; DNA damage induced by 5-fluorouridine. AID 504467; further: potency means the concentration at half of the fitted maximal effect; on the % scale 0 is the no-effect control and ±100 the full control effect; nearly all actives have a fitted effect of over 55% in size
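Luminescence from the luciferase reporter, measured 30 min after ONE-Glo reagent at room temperature, was the read-out. Beforehand, 2,000 cells per well were exposed for 16 hr at 37 °C to 5-fluorouridine together with compound or vehicle.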
PKM2 activator = PKM2 (human) enzyme activation; P14618; purified PKM2, Kinase-Glo ATP luminescence, activation; response scale: 0% is enzyme alone, no compound; Potency, µM (series often up to 57.5 µM), inactives show at the top dose activation, most hits filed as activators; hit rate 0.34% among 260,000; AID 1631; further: potency means the concentration at half of the fitted maximal effect; on the % scale 0 is the no-effect control and ±100 the full control effect; nearly all actives have a fitted effect of over 55% in size
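Kinase-Glo luminescence reports ATP generated from ADP (0.1 mM) and PEP (0.5 mM) by purified hPK-M2 after 1 h at room temperature, pH 7.2 imidazole buffer; intermediate enzyme activity allows detecting inhibitors and activators.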
Rab9 promoter act = activators of Rab9 promoter. Potency, µM (top dose mostly 9.22 µM), for the others: at the top dose activation, negative = inhibition, usual class: activators. AID 485297. hit rate 2.8% among 320,000. Huh7 Rab9 promoter-luciferase reporter, luminescence, 24 h; further: potency means the concentration at half of the fitted maximal effect; % of control where 0% means no effect; nearly all actives have a fitted effect of over 60% in size
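Luminescence read-out: Huh7 cells stably expressing Rab9-luciferase, treated 24 h with compound at 37 °C, then lysed with luciferase reagent for 10 min at ambient before reading.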
FLuc counter = firefly luciferase modulation, counter-screen for miR-21 project; P08659; purified FLuc, Km substrates, luminescence inhibition; Potency, µM (series often up to 57.5 µM), inactives show at the top dose activity change, negative = inhibition, hits mostly inhibitors; hit rate 6.9% among 360,000; AID 588342;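 further: potency means the concentration at half of the fitted maximal effect; plate controls were vehicle for no effect and reference inhibitor for full effect; nearly all actives have a fitted effect of over 55% in size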
Target sequence (P08659 whole entry, looked up): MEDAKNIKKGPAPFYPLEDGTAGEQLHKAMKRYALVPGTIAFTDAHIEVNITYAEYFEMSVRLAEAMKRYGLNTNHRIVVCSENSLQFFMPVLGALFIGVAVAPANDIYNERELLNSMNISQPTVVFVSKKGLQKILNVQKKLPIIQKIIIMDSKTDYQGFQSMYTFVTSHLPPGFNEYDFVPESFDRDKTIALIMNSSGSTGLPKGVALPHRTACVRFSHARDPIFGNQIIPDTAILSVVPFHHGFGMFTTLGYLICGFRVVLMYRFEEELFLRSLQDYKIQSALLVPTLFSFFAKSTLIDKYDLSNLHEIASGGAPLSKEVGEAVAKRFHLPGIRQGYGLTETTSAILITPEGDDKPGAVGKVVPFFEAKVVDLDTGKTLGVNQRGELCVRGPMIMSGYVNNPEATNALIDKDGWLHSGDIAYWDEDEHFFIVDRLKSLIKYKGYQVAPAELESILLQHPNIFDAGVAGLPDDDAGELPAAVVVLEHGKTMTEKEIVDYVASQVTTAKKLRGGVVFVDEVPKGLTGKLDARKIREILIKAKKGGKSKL
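Purified P. pyralis luciferase (10nM final) with 10uM D-luciferin and 10uM ATP (Km levels) in 50mM Tris acetate pH 7.5, 10mM Mg acetate, 0.01% Tween-20, 0.05% BSA; qHTS 6-point titration, ~60 µM downward; luminescence read.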
An asterisk follows results filed as active; ? = inconclusive; . = not tested or not shown; & = joins results of further samples; [ ] = dose if it differs, or a comment. Unless noted, the call rests on the fitted dose curve; in most records, active means well fitted curve in the direction sought with a large enough effect; inconclusive means small, poorly fitted or top-dose-only effect, or another doubt; inactive means no such curve, though single readings can be large; an effect the other way counts as inactive or inconclusive.

cpd	compound	Gal4-VP16 FLuc	MBNL1 CUG block	Mito fusion act	Menin-MLL TR inh	KCNH2 3.1 inh	RORgamma inh	NPC1 prom act	ELG1 repair inh	PKM2 activator	Rab9 promoter act	FLuc counter
1	O=C(CCN1C(=O)c2ccccc2C1=O)Nn1cnnc1	-12%	7%	-6%	2%	10	-27%[10 µM]	4%	3%	3%	-5%	-1%
2	CCOc1ccc(Br)cc1S(=O)(=O)Nc1cccnc1	-4%	0%	-4%	?	15	2%	0%	10%	.	0%	-1%
3	CN(C)S(=O)(=O)c1ccc(Cl)c(NC(=O)CSc2nnnn2-c2ccc(O)cc2)c1	-13%	-3%	-8%	11%	4	50%	-11%	?	?	0%	-5%
4	O=C(Cn1c(=O)cnc2ccccc21)N1CCN(S(=O)(=O)c2cccc([N+](=O)[O-])c2)CC1	.	.	-3%	.	3	.	2%	1%	.	1%	4%
5	COc1cccc(COC(=O)c2ccc(S(=O)(=O)N3CCC(C)CC3)cc2)c1OC	.	.	5%	.	-12	.	-2%	-3%	.	-1%	1%
6	COc1cc(OC)c(C(=O)NC2CC(C)(C)NC(C)(C)C2)cc1OC	0%	-3%	-5%	0%	3	?	-3%	6%	1%	-5%	-1%
7	CCCNS(=O)(=O)c1ccc(CCC(=O)Nc2ccc3c(c2)OCCO3)cc1	-1%	-18%	-1%	-1%	-10	16%	-2%	-2%	-3%	-3%	-5%
8	CC(=O)Oc1ccccc1C(=O)Nc1ccccc1C(=O)N1CCCCC1	18%	-1%	-3%	5%	-9	-19%	-1%	9%	0%	-3%	-2%
9	CC1CCCC(C)N1C(=O)CSc1nnc(NC(=O)Cc2cccs2)s1 (stereo not given)	4%	3%	1%	5%	2	?	0%	6%	10%	10%	7%
10	CSc1cc(-c2ccccc2)n(Cc2ccc(Cl)cc2Cl)c(=O)c1C#N	0%	7%	0%	-2%	2	-2%	0%	1%	3%	-4%	7%
11	Cc1nn(-c2ccccc2)nc1C(=O)c1c(C)[nH]n(-c2ccccc2)c1=O	-2%	-7%	0%	.	7	9%	-1%	?	-10%	-2%	-10%
12	COc1ccc(CC(=O)NCC2CCCN(Cc3ccccc3Cl)C2)cc1 (stereo not given)	-7%	1%	0%	-19%	-44	-2%	2%	0%	-2%	0%	-2%
13	CCCC(=O)OCC(=O)Nc1ccc(N=Nc2ccccc2)cc1	-8%	.	14%	?	12	-8%	2.2µM*	?	2%	3.5µM*	9.5µM*
14	Cn1c(=O)cc(SCC(=O)NCC2CCCO2)c2ccccc21 (stereo not given)	0%	7%	-1%	-18%	-1	0%	1%	?	-4%	3%	-7%
15	CCN(Cc1nc2cc(Cl)ccc2c(=O)[nH]1)C(=O)c1cccc(NC(=O)c2cccs2)c1	.	.	0%	.	-7	.	0%	16µM*	.	-1%	?
16	O=C(N[C@@H](Cc1ccccc1)C(=O)N[C@@H](Cc1ccccc1)C(=O)O)OCc1ccccc1	.	.	-8%	.	3	.	-2%	9%	.	19%	-2%
17	O=C(CO/N=C/c1ccccc1)N1c2ccccc2Oc2ccccc21	0%	?	?	-4%	-12	?	1%	-13%	-1%	1%	1%
18	COc1ccc(CCNC(=O)Cn2c(=O)n(-c3ccc(F)cc3)c(=O)c3sccc32)cc1OC	2%	-6%	-4%	-19%	-10	5%	0%	0%	-4%	-3%	0%
19	O=C(COC(=O)Cc1ccc(F)cc1)Nc1ccc(Cl)cn1	.	.	2%	.	3	.	-4%	6%	.	9%	-3%
20	O=C(N/N=C/c1ccccc1F)c1cc2c(ccc3ccccc32)o1	?	3%	0%	.	6	?	-6%	4%	.	3%	3%

(more compounds)
cpd	compound	Gal4-VP16 FLuc	MBNL1 CUG block	Mito fusion act	Menin-MLL TR inh	KCNH2 3.1 inh	RORgamma inh	NPC1 prom act	ELG1 repair inh	PKM2 activator	Rab9 promoter act	FLuc counter
21	O=C(NCc1cccnc1)Nc1cccc([N+](=O)[O-])c1	3%	?	-1%	.	-1	22%	-4%	12%	.	1%	-1%
22	CN(CC(=O)Nc1cccc(F)c1)C(=O)CCCc1c[nH]c2ccccc12	.	.	2%	.	5	.	0%	?	.	10%	-1%
23	CC(=O)c1c(C)[nH]c(C(=O)Nc2ccc(Cl)c(S(=O)(=O)N3CCOCC3)c2)c1C	-2%	-5%	-3%	-7%	-5	?	-8%	?	?	-11%	-9%
24	CN(Cc1nc(Cc2cccc(F)c2)no1)CC1CCOCC1	9%	3%	5%	-18%	-5	-2%	-4%	-16%	0%	-1%	1%
25	CCC1CCCCN1CCCNC(=O)c1c(O)nc2c(C)cccn2c1=O (stereo not given)	12%	12%	-24%	-11%	14	-25%	1%	1%	.	-5%	0%&-4%
26	CCOC(=O)/C(C#N)=C/c1ccc(-c2ccsc2C(=O)OC)o1	-5%	0%	-1%	-22%	17	-7%	?	?	1%	2.5µM*	-18%
27	Cc1ccc(-n2c(=S)sc3c(=O)n(-c4ccc(F)cc4)c(SCC(=O)O)nc32)cc1C	3%	11%	4%	?	-7	-11%	3%	0%	.	-1%	2%
28	Cn1c(CO)cnc1SCC(=O)c1ccc(Br)cc1	4%	.	0%	8%	0	14%	-21%	-4%	3%	-21%	-8%
29	C=CCC1(CC=C)CCCN1Cc1nc(COc2ccccc2)no1	7%	1%	-9%	.	-15	4%	0%	-2%	-1%	3%	4%
30	Cc1oc2c(CN3CCCC3)c(O)ccc2c(=O)c1-c1ccc(Br)cc1	5%	10%	8%	0%	2	8%	2%	-10%	-3%	-7%	-1%
31	CCOC(=O)C1CCN(c2c(NCCC(C)C)c(=O)c2=O)CC1	-1%	-12%	1%	.	21	1%	-2%	-3%	-3%	-1%	-2%
32	CCOC(=O)c1cc2c(=O)n3ccccc3nc2n(Cc2ccccc2)c1=N	1%	?	-3%	-19%	-34	-36%	-4%	2%	0%	-3%[1.84 µM]	3%
33	CN(Cc1ccon1)Cc1cn[nH]c1-c1ccc(-c2ccccc2)cc1	12%	-2%	21%	8%	.	32%	12%	15%	3%	12%	?
34	CCN1CCN(C(=O)c2ccc(CS(=O)(=O)Cc3ccccc3C)o2)CC1	-24%	-10%	-14%	-2%	-7	-11%	0%	29%	.	-3%	1%
35	ClCC1=Nc2cccc3cccc(c23)N1	5%	?	-8%	.	.	-2%	?	?	-3%	2%	-6%
36	CCOCCCn1c(-c2ccc(Cl)cc2)n[nH]c1=S	10µM*	-1%	2%	0%	-4	5µM*	-1%	2%	-9%	11%	-1%
37	COC(=O)C1=C(C)NC(=S)NC1c1ccc(-c2ccccc2C(=O)OC)o1 (stereo not given)	-19%	.	-2%	-1%	8	18µM*	3%	-1%	2%	1%	2%
38	O=C(NC(=S)N1CCCc2ccccc21)c1ccc(Cl)cc1	-17%	.	14%	?	-5	-33%	15%	?	-11%	26%	6.7µM*
39	O=C(N/N=C/c1cc(Br)c(O)c(Br)c1)C1CC1	-12%	14%	12%	.	3	3%	1%	-2%	.	0%	3%
40	Cc1c(Cl)cccc1NC(=O)NCc1ccccn1	6%	3%	-2%	2%	-3	34%	4%	12%	2%	20%	-3%
41	O=C(NCc1ccncc1)C(=O)Nc1ccc2c(c1)OCO2	2%	-4%	4%	21%	-8	6%	-1%	-11%	-2%	1%	2%

Assay outcomes: PubChem, National Center for Advancing Translational Sciences (NCATS)

This is a subset, so the mix of outcomes need not match the whole.
